From PubChem BioAssay
FN deposition inh – fibronectin deposition inhibition | AH1F fibroblasts, Alexa488-fibronectin deposition fluorescence, overnight | 350,000 tested, 0.086% active | AID 743247 | inhibition, % at 12.6 µM;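 active means mean inhibition across replicates of 30% or more, regardless of how many single replicates reach that level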;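 further: positive control wells lacked labelled fibronectin entirely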
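Assay system: AH1F fibroblasts / Quantity: 10000 cells per well / Medium: DMEM plus 2% serum, read in PBS / Reagent: labelled fibronectin 24 nM / Dosing: single dose, pinned / Times: 1 h cell attachment, overnight exposure to compound and label / Signal: fluorescence, ex 485 nm, em 525 nm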
PGC1a acetyl inh – lowers PGC1a acetylation signal in U2OS cells; AlphaScreen anti-acetyl-lysine; with virally co-expressed GCN5 acetyltransferase; inhibition, % at 15.6 µM; 350,000 tested, 0.17% active;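 active means every replicate shows inhibition of at least 40%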;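 further: 0% = neutral control wells and 100% = positive control wells; some results beyond the cut were filed as inactive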
Cneo AK release – causes C. neoformans cell lysis; adenylate kinase release luminescence, 4 h; normalised: neutral wells 0, clomiphene wells 100; lysis activity, % at 15 µM; 360,000 tested, 0.2% active;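 active means mean lysis activity across replicates of at least 80%, whatever share of replicates individually reach that level; inactive means mean lysis activity below 80%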
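Test system: log-phase Cryptococcus neoformans yeast cells; Quantity: yeast cell density of 5 × 10^6 cells/mL; Buffer or medium: YPD; Doses: single compound concentration per well; Timing: 4 h at 37 °C static, read 1 h later; Measured by: AK luminescence; Read-out basis: lysis from increased AK signal; Control set: Clomiphene as positive control.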
Casp6 inh – inhibitors of human caspase-6 | P55212 | purified caspase-6, Z-VEID-R110 cleavage fluorescence | inhibition, % at 12.5 µM | 350,000 tested, 0.53% active;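 active means mean inhibition across replicates at least about 35%, with every replicate also reaching that limit, limit read from the data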;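 further: 0% = median of neutral control wells and 100% = no fluorescence left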
Target sequence (P55212 24-179 limits assumed): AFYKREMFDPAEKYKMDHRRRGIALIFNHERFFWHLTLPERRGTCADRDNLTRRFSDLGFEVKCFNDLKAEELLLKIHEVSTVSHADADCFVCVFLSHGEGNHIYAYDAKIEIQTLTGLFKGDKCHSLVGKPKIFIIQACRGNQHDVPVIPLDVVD
Target sequence (P55212 194-293 limits assumed): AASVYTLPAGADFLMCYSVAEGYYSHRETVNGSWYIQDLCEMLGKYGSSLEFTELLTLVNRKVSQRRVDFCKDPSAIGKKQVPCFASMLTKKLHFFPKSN
LGR2 antag – blocks bursicon-induced cAMP signaling via Drosophila LGR2; HEK293 LGR2, CRE-luciferase, bursicon-stimulated, 4 h; inhibition, % at 9.99 µM; 380,000 tested, 0.35% active; AID 720647;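 active means drop in luminescence signal, shown as inhibition above about 50% in the replicate tests, limit read from the data, passing the limit was not always enough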;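 further: agonist challenge used bursicon conditioned medium at about half maximal strength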
miR122 inh – blocks miR-122 activity in Huh7 sensor cells. AID 602342. 340,000 tested, 0.3% active. Huh7 miR-122 Renilla luciferase sensor, 48 h; neutral wells = 0, positive control = 100. activation (reporter increase), % at 12.5 µM;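 active means mean replicate activation score at least 90 and every replicate individually at or above 90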;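 further: higher luciferase means less miR-122 activity so hits act as miR-122 inhibitors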
PAX8 inh HTS – inhibitors of PAX8 transcriptional activity in RMG-I cells; inhibition, % at 12.6 µM; 360,000 tested, 1.2% active; AID 652154; RMG-I TPO-luciferase reporter, SteadyGlo, 24 h;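 active means mean replicate inhibition at least 60% with every replicate also reaching 60%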;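 further: luciferase light reporting Pax8 driven TPO promoter activity; plate controls were median of neutral control wells for no effect and mitoxantrone controls for full effect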
EWS-Fli block – inhibitors of EWS/Fli oncoprotein transcriptional activity | A673 NR0B1-luciferase reporter, viability-normalised | inhibition, % at 12.6 µM | 350,000 tested, 0.67% active | AID 651661;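 active means mean inhibition of at least 50% after viability correction, with every replicate also passing that limit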;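 further: firefly luciferase signal divided by Alamar Blue viability fluorescence both relative to DMSO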
Active calls of the source: *; x = not tested or not shown; & = joins results of further samples; [ ] = another dose, or the depositor's remark.

Each structure is followed by: FN deposition inh	PGC1a acetyl inh	Cneo AK release	Casp6 inh	LGR2 antag	miR122 inh	PAX8 inh HTS	EWS-Fli block
> O=C(Nc1ccccc1C(=O)NCCN1CCOCC1)c1cccc([N+](=O)[O-])c1
  5.8	4.2	-0.1	0.0	-11.7	-1.2	-8.7	2.9
> Cc1ccc(OCc2nc3c4c(ncn3n2)-c2ccccc2CC42CCCC2)cc1
  1.7	8.1	x	x	-4.9	-7.7	-4.2	x
> COCc1c(C(=O)N/N=C(\C)c2ccncc2)nnn1-c1nonc1N
  -0.2	x	-2.4	0.6	-1.4	x	-16.1	-5.4
> Cn1c(=O)[nH]c(=O)c2c1nc(N1CCN(Cc3ccccc3)CC1)n2CCCc1ccccc1
  x	0.7	-0.4	0.0	7.4	x	x	x
> COc1ccccc1C(=O)NC(=O)COC(=O)CNC(=O)c1ccccc1
  -5.5	0.5	0.0	9.3	-18.9	-4.2	-14.7	-16.7
> C=C(C)C(=O)Nc1ccc(NC(C)C)cc1
  0.1	x	1.3	-2.4	-11.8	x	-28.4	-8.6
> NC(=O)C1(N2CCCCC2)CCN(C(=S)Nc2ccc(F)cc2)CC1
  12.2	-8.9	-0.8	0.6	-3.8	4.5	-1.8	-5.1
> O=C(NN1CCOCC1)c1ccc(Cl)c(Cl)c1
  5.2	x	-2.0	-2.1	-11.3	x	x	5.4
> COc1cccc(CNC(=O)CCNS(=O)(=O)c2cccc3nsnc23)c1
  1.2	-10.6	x	1.8	29.7	9.7	-0.4	-1.7
> Nc1cccc2c(O)cccc12
  7.7	x	x	7.5	18.7	x	22.9	2.0
> COc1cccc(-c2cccc(-c3nc(C(=O)NCc4ccc5c(c4)OCO5)cc4c3[C@H](CCO)N(S(=O)C(C)(C)C)C4)c2)c1 (stereo partly specified)
  4.6	-19.0	-0.3	-1.8	-11.7	-4.5	8.6	15.1
> O=[N+]([O-])c1cc([N+](=O)[O-])c(Oc2cccc(Cl)c2Cl)cc1NN1CCCCC1
  -11.0	10.7	4.0	-1.7	18.1	1.9	0.3	-0.9
> Cc1ccccc1S(=O)(=O)/N=C(/Nc1nc2ccccc2s1)c1ccccc1
  5.0	x	-3.9	-1.0	-73.3	x	-123.8	-72.4
> COc1cccc(NC(=O)CN(C)C(=O)c2cccnc2Sc2ccc(C)c(C)c2)c1
  3.4	x	x	1.1	17.3	x	7.1	5.4
> CC1(C)CC(NC(=O)c2cc(COc3cccc(C(F)(F)F)c3)on2)CCO1 (stereo unspecified)
  2.1	0.8	1.7	-2.7	-7.3	-5.8	-59.3	-65.0

Arranged by heavy-atom count (high to low): 11 of the compounds above
Each structure is followed by: FN deposition inh	PGC1a acetyl inh	Cneo AK release	Casp6 inh	LGR2 antag	miR122 inh	PAX8 inh HTS	EWS-Fli block
> Cn1c(=O)[nH]c(=O)c2c1nc(N1CCN(Cc3ccccc3)CC1)n2CCCc1ccccc1
  x	0.7	-0.4	0.0	7.4	x	x	x
> COc1cccc(NC(=O)CN(C)C(=O)c2cccnc2Sc2ccc(C)c(C)c2)c1
  3.4	x	x	1.1	17.3	x	7.1	5.4
> Cc1ccc(OCc2nc3c4c(ncn3n2)-c2ccccc2CC42CCCC2)cc1
  1.7	8.1	x	x	-4.9	-7.7	-4.2	x
> O=C(Nc1ccccc1C(=O)NCCN1CCOCC1)c1cccc([N+](=O)[O-])c1
  5.8	4.2	-0.1	0.0	-11.7	-1.2	-8.7	2.9
> CC1(C)CC(NC(=O)c2cc(COc3cccc(C(F)(F)F)c3)on2)CCO1 (stereo unspecified)
  2.1	0.8	1.7	-2.7	-7.3	-5.8	-59.3	-65.0
> COc1cccc(CNC(=O)CCNS(=O)(=O)c2cccc3nsnc23)c1
  1.2	-10.6	x	1.8	29.7	9.7	-0.4	-1.7
> COCc1c(C(=O)N/N=C(\C)c2ccncc2)nnn1-c1nonc1N
  -0.2	x	-2.4	0.6	-1.4	x	-16.1	-5.4
> NC(=O)C1(N2CCCCC2)CCN(C(=S)Nc2ccc(F)cc2)CC1
  12.2	-8.9	-0.8	0.6	-3.8	4.5	-1.8	-5.1
> O=C(NN1CCOCC1)c1ccc(Cl)c(Cl)c1
  5.2	x	-2.0	-2.1	-11.3	x	x	5.4
> C=C(C)C(=O)Nc1ccc(NC(C)C)cc1
  0.1	x	1.3	-2.4	-11.8	x	-28.4	-8.6
> Nc1cccc2c(O)cccc12
  7.7	x	x	7.5	18.7	x	22.9	2.0

New compounds follow:
Each structure is followed by: FN deposition inh	PGC1a acetyl inh	Cneo AK release	Casp6 inh	LGR2 antag	miR122 inh	PAX8 inh HTS	EWS-Fli block
> O=S(=O)(Cc1ccccc1)N(O)c1ccccc1
  3.4	8.9	-2.8	0.9	0.3	2.9	10.0	-3.6
> O=C(C[C@H]1C/C=C\C[C@@H](NC(=O)OCC2c3ccccc3-c3ccccc32)C(=O)O[C@@H](c2ccccc2)CNC1=O)N[C@H](CO)Cc1ccccc1
  -1.5	-20.6	0.6	2.4	-15.1	1.0	19.9	35.6
> O=C(O)c1ccc2ccc3ccccc3c2c1
  -1.0	5.7	1.8	-2.4	x	29.7	7.1	17.6
> COc1ccc(C#Cc2ccc3c(c2)O[C@H](CN(C)C(=O)NC2CCCCC2)[C@H](C)CN([C@@H](C)CO)S3(=O)=O)cc1
  x	4.9	3.0	1.3	5.2	-9.9[16.7 µM]	x	14.5
> COc1cc2ccccc2cc1C(=O)N(CCN(C)C)c1nc2c(F)cccc2s1
  -6.7	4.1	5.6	0.4	-12.1	x	9.0	10.6
> Cc1ccc(C(=O)N2CCC3(CC2)Oc2ccc(F)cc2C(=O)C32CC(c3ccc(Cl)cc3)=NO2)s1 (stereo unspecified)
  8.0	-7.9	0.1	4.7	x	3.0	14.4	-16.5
> O=C(c1cccnc1)n1nc(-c2ccco2)nc1NCc1cccs1
  3.3	-5.7	0.4	0.0	-37.2	1.9	-17.1	-8.2
> CC(C)CCN(C(=O)Cc1ccc(Cl)c(Cl)c1)c1c(N)n(Cc2ccccc2)c(=O)[nH]c1=O
  -14.3	3.8	-1.2	1.8	28.4	7.6	-14.3	12.8
> CCN(CC(=O)NCc1cccnc1)S(=O)(=O)c1ccc(OC)cc1
  -0.2	9.4	1.8	-2.3	-1.6	-5.0	4.1	-2.2
> O=C1Cc2ccccc2C(=O)N1OCc1ccc(Cl)cc1Cl
  10.2	2.4	x	x	-11.8	x	8.6	-2.3
> CN(C(=O)CSc1nnc(-c2ccccc2)c(-c2ccccc2)n1)C1CCS(=O)(=O)C1 (stereo unspecified)
  18.1	x	2.5	2.0	5.8	-3.6	4.1	8.4
> Cc1ccc(C(=O)NS(=O)(=O)c2ccc(C)cc2)cc1
  -0.9	2.5	-2.0	-4.1	-14.7	x	-17.0	7.1
> CCCCc1nnn2c1C1c3cc(-c4cccnc4)ccc3CCN1C(=O)C2 (stereo unspecified)
  1.5	x	x	-0.7	-39.2	x	16.9	-9.3
> CCOc1cc(/C=C2\C(=O)ON=C2c2ccccc2)cc(Br)c1O
  -2.4	-17.8	-0.8	1.8	10.3	-7.5	-26.9	15.6
> COc1cc([N+](=O)[O-])ccc1NC(=S)N1CCN(c2ccccn2)CC1
  9.1	x	x	-0.4	-1.6	x	44.0	5.6
> C[C@@H]1CN([C@@H](C)CO)C(=O)CCCn2nncc2CO[C@@H]1CN(C)C(=O)Nc1ccc(C(C)(C)C)cc1
  3.2&-0.7	3.8&6.0	-0.2&-4.6	-0.1&-2.0	2.0&-16.9	4.3	2.9&4.7	-7.4&-0.8
> CCc1ccc(NC(=O)C(C)OC(=O)c2cccc(S(=O)(=O)N3CCc4ccccc4C3)c2)cc1 (stereo unspecified)
  -5.7	x	x	-1.7	12.1	x	-9.5	1.5
> CC(C)CC(NC(N)=O)C(=O)OCC(=O)NC(=O)NC1CCCC1 (stereo unspecified)
  6.9	0.5	0.5	x	x	-2.9	x	x
> COc1ccc(C(C)(C)C)cc1NC(=O)COC(=O)c1ncc(Cl)c(Cl)c1Cl
  4.8	6.0	2.6	-3.7	5.8	-3.2	26.1	6.2
> Cc1c(NS(=O)(=O)c2ccc(C(=O)NCc3ccc(F)cc3)cc2)c(=O)n(-c2ccccc2)n1C
  8.7	0.7	-0.4	1.1	6.7	-4.5	6.2	4.1
> Cc1ccc(N2CN=C(c3ccccc3)NC2=S)cc1
  1.3	13.9	-0.7	x	x	-3.3	x	x
> CCCCCCCCSc1nnc2[nH]c(=O)cc(N)n12
  -2.1	-8.8	x	0.7	-12.2	x	-5.5	-6.9
> Cc1ccc(Nc2nnc(SCC(=O)c3cc4ccccc4o3)s2)cc1C
  -12.8	5.2	-3.8	x	-31.0	15.3	-11.2	x
> O=C(Nc1ccon1)c1ccc(F)c(S(=O)(=O)N2CCCCC2)c1
  -5.1	-12.3	-0.4	-3.1	15.8	0.2	10.2	x
> O=C(Nc1ccc(F)cc1)N[C@H]1CC[C@H](CC(=O)N2CCCCC2)O[C@@H]1CO
  x	6.0	0.2	-0.5	7.5	x	-1.5	5.4
> CCCN1C2CCCC1CC(NC(=O)Nc1ccc(C(C)C)cc1)C2 (stereo unspecified)
  0.7	x	-0.5	x	x	-17.8	-6.8	x
> CN(C)S(=O)(=O)c1cccc(NC(=O)c2ccc(S(=O)(=O)N3CCCC3)cc2)c1
  7.8	x	x	0.3	2.7	x	6.7	7.9
> COc1ccc(N(C(=O)C(C)C)S(=O)(=O)c2cccc([N+](=O)[O-])c2)cc1
  17.7	-5.0	3.6	1.4	25.6	1.1	17.8	0.4
> COc1ccc(NC(=O)CSCc2cc(=O)n3c(C)csc3n2)cc1
  -1.6	-8.2	-2.4	2.3	-6.0	-2.2	4.2	x
> Cc1ccc2c(c1)c1c(n2CC(O)Cn2c(C)nc3ccccc32)CCCC1 (stereo unspecified)
  -6.2	-22.2	1.3	-1.7	1.2	1.1	7.9	-1.9
> Cc1noc(C)c1NC(=O)N1CCN(Cc2ccccc2)CC1
  -1.2	2.8	x	1.4	x	x	-9.4	3.4
> CC(C)Cc1cc(C(=O)N2CCN(c3ccc(F)cc3)CC2)no1
  -8.0	x	0.2	4.1	-9.1	-6.6	-1.3	-17.7
> CCC(CO)Nc1ccn2nc(-c3cc(OC)c(OC)c(OC)c3)cc2n1 (stereo unspecified)
  -3.3	-17.2	0.4	-0.9	-28.6	-6.8	-27.6	-2.7
> Cc1nc(SCC(=O)NC2CCCC2)[nH]c(=O)c1Cc1ccccc1
  x	x	x	-7.0	0.2	-1.4	x	3.9
> C=CCNC(=O)C(=O)N/N=C/c1ccco1
  x	x	x	1.4	20.2	x	-3.4	40.1
> COC(=O)CSc1nc2ccccc2o1
  6.1	17.6	0.7	x	-8.6	-4.0	x	x
> COc1cc(OC)cc(C(=O)N[C@H](C(=O)Nc2nc(-c3cc(OC)ccc3OC)cs2)C(C)C)c1
  -6.1	x	x	2.3	6.3	x	29.9	-0.5
> COCC(=O)N[C@H]1C=C[C@@H](CC(=O)N2CCCCC2)O[C@@H]1CO
  5.9	x	-8.1	x	3.4	-4.5[16.7 µM]	-13.4	-1.8
> CC(=NNC(=O)c1ccncc1)c1ccccc1Cl
  -14.6	8.9	1.8	-2.1	1.7	3.7	5.3	-8.3
> Nc1cccnc1Oc1ccc(F)cc1F
  -1.3	2.5	x	45.5*	34.2	x	7.7	0.7
